C diff growth = C. difficile growth inhibitors, primary screen, HTS; Clostridium difficile clinical isolate growth, OD600, 24 h; active compounds read low; growth activity, negative = inhibition, % at 16 µg/mL (by protocol); 86,000 tested, 0.25% active;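 active = mean growth activity at or below -80% and every replicate also at or below -80%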;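 note: 0% = DMSO wells and -100% = levofloxacin 16 µg/mL wells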
Tcruzi prolif = T. cruzi intracellular proliferation inhibitors, primary screen, cell-based, beta-gal Tulahuen parasites, NIH3T3 host, luminescence. inhibition, % at 8.34 µM. 77,000 tested, 5.9% active. T. cruzi beta-gal in NIH3T3, GalScreen luminescence, 90 h;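 active = mean inhibition above about 93%, with at least 55% of replicates each passing it, limit read from the data, passing the limit was not always enough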
KDM4C inh = inhibitors of GASC-1 (KDM4C) histone demethylase, primary screen, biochemical, single concentration HTS; GST-KDM4C 2-372, H3K9me3 peptide, LANCE TR-FRET; inhibition, % at 12.5 µM; 96,000 tested, 0.15% active; AID 720574, 2013;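 active = mean replicate inhibition above about 25%, with at least 55% of replicates also reaching it, limit read from the data, passing the limit was not always enough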
Target sequence (Q9H3R0 2-372 limits assumed): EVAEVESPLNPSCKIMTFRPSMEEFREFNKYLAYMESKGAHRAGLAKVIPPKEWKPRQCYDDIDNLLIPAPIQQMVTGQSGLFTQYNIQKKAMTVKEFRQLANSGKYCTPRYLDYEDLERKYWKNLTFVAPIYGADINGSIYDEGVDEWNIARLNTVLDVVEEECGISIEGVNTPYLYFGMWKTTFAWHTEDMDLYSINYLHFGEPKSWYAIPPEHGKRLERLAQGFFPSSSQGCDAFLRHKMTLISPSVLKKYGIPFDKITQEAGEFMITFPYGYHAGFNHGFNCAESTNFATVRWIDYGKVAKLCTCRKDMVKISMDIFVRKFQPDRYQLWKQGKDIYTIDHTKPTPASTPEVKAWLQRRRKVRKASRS
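Material: GST-tagged GASC-1 (JMJD2C) catalytic fragment, aa 2-372. Input: enzyme final amount 10 nM. Medium: HEPES buffer, pH 7.5, plus ascorbate. Reagent: H3K9me3 peptide substrate, Fe(II), 2-oxoglutarate. Doses: single dose. Times: reaction 30 min RT, detection step 1 h RT. Measured by: LANCE TR-FRET. Evaluation: Fall in 671/618 emission ratio as inhibition.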
Pf Dd2 growth = P. falciparum Dd2 growth inhibitors, primary screen, SYBR Green fluorescence, single dose replicates. activity change, % at 10 µM. 72 h; active compounds read low. 94,000 tested, 2.3% active; in the data active = activity change below about -80%
* hit, by the source's call; . = not tested or not shown; & = joins results of further samples.

SMILES | C diff growth | Tcruzi prolif | KDM4C inh | Pf Dd2 growth
C[C@@H]1CN([C@@H](C)CO)C(=O)c2cc(NS(=O)(=O)c3cccs3)ccc2O[C@@H]1CN(C)Cc1ccccc1 | -1.1 | -4.9 | 2.9 | 7.3
N#C[C@@H]1[C@@H](c2ccc(-c3cccnc3)cc2)[C@H](CO)N1C(=O)C1CCC1 | -1.7 | 60.4 | -0.7 | 23.9
CC(=O)N1[C@H](CO)[C@@H](c2ccccc2)[C@@H]1CN(C)C(=O)CN1CCOCC1 | -6.5 | 59.4 | 1.4 | -2.1
CCC(=O)Nc1ccc2c(c1)OC[C@@H](C)N(Cc1ccccc1F)C[C@@H](C)[C@@H](OC)CN(C)C2=O | -5.9 | 9.6 | 0.1 | .
C[C@H]1CN([C@@H](C)CO)C(=O)c2cc(NS(=O)(=O)c3ccc(F)cc3)ccc2O[C@H]1CN(C)S(=O)(=O)c1ccc(F)cc1 | -9.4 | 22.2 | -0.8 | -13.1
CN1c2ccc(C#Cc3cccnc3)cc2[C@@H]2[C@@H](CCN2C(=O)C2CCCCC2)[C@H]1CO | 0.2 | 119.3* | 1.1 | -41.9
CS(=O)(=O)N1CC(=O)N2[C@H](CO)[C@@H](c3ccc(C#Cc4cccc(F)c4)cc3)[C@H]2C1 | 5.1 | . | 0.0 | 8.4
CC=Cc1ccc2n(c1=O)C[C@H]1[C@H](CO)[C@@H](C(=O)N3CCN(C)CC3)N(Cc3ccccc3F)[C@@H]21 (mixture of isomers) | 2.3 | 9.8 | -0.3 | -5.7
N#C[C@@H]1[C@@H](c2ccccc2-c2ccc(F)cc2)[C@H](CO)N1C(=O)Cc1cccnc1 | -2.5 | . | -3.3 | 2.0
CCC(=O)N1[C@@H]2c3cccc(=O)n3C[C@@H]2[C@@H](CO)[C@@H]1C(=O)N[C@H](C)c1ccccc1 | -0.9 | . | 3.5 | 25.6
CN(C)C(=O)[C@@H]1[C@@H](CO)[C@@H]2Cn3c(ccc(C4=CCCCC4)c3=O)[C@H]1N2Cc1ccncc1 | 1.3 | 46.0 | 0.9 | .
COc1ccc(NC(=O)N(C)C[C@@H]2OCc3cnnn3CCCC(=O)N([C@H](C)CO)C[C@H]2C)cc1 | 1.3 | -31.2 | 0.5 | -10.6
Cc1noc(C)c1NC(=O)Nc1ccc2c(c1)C(=O)N([C@H](C)CO)C[C@@H](C)[C@H](CN(C)C(=O)Nc1cccc3ccccc13)O2 | . | -116.3 | 0.0 | 27.9
O=C(N[C@H]1CC[C@@H](CCNS(=O)(=O)c2ccc(F)cc2)O[C@H]1CO)C1CC1 | 0.8 | . | -1.0 | 13.3
C[C@H]1CN([C@@H](C)CO)C(=O)Cc2cc(NC(=O)Cn3cnnn3)ccc2O[C@@H]1CN(C)C(=O)Nc1ccc(C(F)(F)F)cc1 | -0.4 | 25.1 | 0.4 | -7.9
C[C@H](CO)N1C[C@H](C)[C@@H](CN(C)C(=O)C2CCC2)Oc2cc(-c3ccccc3)ccc2S1(=O)=O | . | 69.6 | -1.4 | 6.1
CO[C@@H]1CN(C)C(=O)c2cc(NS(=O)(=O)Cc3ccccc3)ccc2OC[C@@H](C)NC[C@@H]1C | . | 55.2 | 0.4 | 44.4
O=C(Nc1ccccc1F)N[C@@H]1CC[C@@H](CCNS(=O)(=O)c2ccc(Cl)cc2)O[C@H]1CO | . | 8.9 | -1.1 | 5.3
C[C@@H]1CN([C@H](C)CO)C(=O)c2cc(NC(=O)Cc3ccccc3)ccc2O[C@H]1CN(C)S(=O)(=O)c1cccs1 | -1.5 | -92.4 | -0.2 | 3.3
COCC(=O)N1CC(=O)N2[C@H](C1)[C@H](c1ccc(C#CC3CCCCC3)cc1)[C@@H]2CO | -12.4 | . | 0.6 | 18.6
N#C[C@@H]1N[C@H](CO)[C@@H]1c1ccc(-c2cccc(F)c2)cc1 | 23.1 | 52.7 | -0.6 | 16.2
C[C@@H]1CCCCO[C@@H](CN(C)C(=O)c2ccccc2)[C@H](C)CN([C@H](C)CO)C(=O)c2cc(NC(=O)c3ccncc3)ccc2O1 | -3.7 | 36.6 | 19.2 | .
C[C@H](CO)N1C[C@H](C)[C@@H](CN(C)C(=O)C2CCOCC2)Oc2ncc(-c3cccc(F)c3)cc2C1=O | -0.6 | 50.5 | 0.8 | 25.4
COc1cccc(-c2cnc3c(c2)C(=O)N([C@H](C)CO)C[C@H](C)[C@H](CN(C)CC2CCCC2)O3)c1 | 7.0 | . | 1.8 | 12.1
C[C@@H]1CN([C@H](C)CO)C(=O)Cc2cc(NC(=O)CCN3CCOCC3)ccc2O[C@@H]1CN(C)Cc1ccc(Cl)c(Cl)c1 | -10.8 | 20.2 | -0.7 | -5.5

Molecules from the list above with a cyano group (3):
SMILES | C diff growth | Tcruzi prolif | KDM4C inh | Pf Dd2 growth
N#C[C@@H]1[C@@H](c2ccc(-c3cccnc3)cc2)[C@H](CO)N1C(=O)C1CCC1 | -1.7 | 60.4 | -0.7 | 23.9
N#C[C@@H]1[C@@H](c2ccccc2-c2ccc(F)cc2)[C@H](CO)N1C(=O)Cc1cccnc1 | -2.5 | . | -3.3 | 2.0
N#C[C@@H]1N[C@H](CO)[C@@H]1c1ccc(-c2cccc(F)c2)cc1 | 23.1 | 52.7 | -0.6 | 16.2

(listing goes on)
SMILES | C diff growth | Tcruzi prolif | KDM4C inh | Pf Dd2 growth
O=S(=O)(c1ccccc1)N1CCCCN2[C@@H](CO)[C@H](c3ccc(-c4ccccc4F)cc3)[C@@H]2C1 | 67.4 | 105.0* | -1.3 | 4.9
O=C(Nc1ccccc1Cl)N1C[C@@H]2[C@H](c3ccccc31)[C@@H](CO)N2C(=O)c1cccnc1 | -3.9 | 10.3 | -2.4 | 9.9
O=C(NC1CCCCC1)N1CC(=O)N2[C@@H](CO)[C@H](c3ccc(-c4ccccc4)cc3)[C@@H]2C1 | -26.4 | . | -1.8 | 10.7
O=C(Nc1cccc(Cl)c1)N1C[C@@H]2[C@H](c3ccccc31)[C@@H](CO)N2C(=O)c1ccncc1 | 1.5 | 14.4 | -0.3 | 6.7
C[C@H](CO)N1C[C@H](C)[C@@H](CN(C)C(=O)Nc2ccc(F)cc2)OCCCC[C@H](C)Oc2ccc(NC(=O)c3ccncc3)cc2C1=O | -0.1 | 57.9 | 15.3 | 8.5
Cc1ccc(S(=O)(=O)Nc2ccc3c(c2)C(=O)N([C@@H](C)CO)C[C@H](C)[C@H](CN(C)C(=O)NC2CCCCC2)OCCCC[C@H](C)O3)cc1 | -0.8 | 77.5 | -3.2 | -53.4
Cc1ccc(S(=O)(=O)N(C)C[C@@H]2Oc3ccc(NS(C)(=O)=O)cc3CC(=O)N([C@@H](C)CO)C[C@H]2C)cc1 | -1.0 | 28.8 | 1.7 | -59.7
CCCC#Cc1ccc2c(c1)O[C@H](CN(C)C(=O)c1cccnc1)[C@H](C)CN([C@H](C)CO)S2(=O)=O | 3.8 | 14.8 | 1.1 | 11.0
CCCc1cn(CC[C@@H]2CC[C@H](NS(=O)(=O)c3ccc(-c4ccccc4)cc3)[C@H](CO)O2)nn1 | -5.0 | 52.3 | -1.8 | -92.2*
C[C@@H]1CN([C@@H](C)CO)C(=O)c2cc(NC(=O)Cc3ccccc3)ccc2O[C@@H](C)CCCCO[C@H]1CN(C)S(=O)(=O)c1ccccc1 | . | 32.1 | -0.8 | -63.4
O=C(c1cccnc1)N1CC[C@@H]2[C@@H](CO)Nc3ccc(-c4ccc(F)cc4)cc3[C@@H]21 | 0.7 | 67.0 | 0.7 | 14.8
COc1ccc(S(=O)(=O)N(C)C[C@@H]2OCCCC[C@H](C)Oc3ccc(NC(=O)NC4CCCCC4)cc3C(=O)N([C@@H](C)CO)C[C@@H]2C)cc1 | -9.7 | 104.7 | -3.9 | -76.5
CO[C@@H]1CN(C)C(=O)c2ccc(NC(=O)c3ccccc3F)cc2OC[C@@H](C)N(C(C)=O)C[C@H]1C | -0.4 | . | -1.3 | 11.2
O=C(N[C@@H]1CC[C@H](CCNS(=O)(=O)c2ccc(F)cc2)O[C@@H]1CO)C1CCCC1 | -1.2 | . | -2.8 | 9.1
COc1ccc(S(=O)(=O)Nc2ccc3c(c2)C(=O)N([C@H](C)CO)C[C@@H](C)[C@@H](CN(C)C(=O)Nc2ccccc2)O3)cc1 | -9.7 | 10.9 | 0.2 | 4.6
CNC[C@H]1Oc2ccc(NS(=O)(=O)c3ccc(OC)cc3)cc2C(=O)N([C@H](C)CO)C[C@@H]1C | -3.8 | . | -1.0 | 5.1
C[C@@H]1CN([C@H](C)CO)C(=O)Cc2cc(NC(=O)Nc3ccc(F)cc3)ccc2O[C@@H]1CN(C)Cc1ccc(C(=O)Nc2ccccc2N)cc1 | 19.1 | . | -3.7 | -75.9
CN1C(=O)c2cc(NC(=O)c3cnccn3)ccc2OC[C@@H]2O[C@@H](CC(=O)N[C@H]3CCN(Cc4ccccc4)C3)CC[C@H]21 | -1.3 | 108.9* | 0.4 | -45.9
CC(C)(C)S(=O)N1Cc2cc(C(=O)NCc3ccc(Oc4ccccc4)cc3)nc(-c3cccc(C#CCC4CCCC4)c3)c2[C@@H]1CCO (stereo partly specified) | -0.7 | . | -2.2 | -75.8
C[C@H](CO)N1C[C@H](C)[C@@H](CN(C)Cc2cccnc2)Oc2ncc(C#Cc3cccnc3)cc2C1=O | -1.1 | -8.2 | -3.7 | -25.8
COc1cc(CN2CC3(CCN(S(=O)(=O)c4cccc(F)c4)CC3)c3c([nH]c4cc(OC)ccc34)[C@H]2CO)cc(OC)c1 | 0.9 | . | -1.7 | -29.8
COc1ccc2c3c([nH]c2c1)[C@@H](CO)N(C(=O)c1cccc(F)c1)CC31CCN(C(=O)CC2CC2)CC1 | 6.2 | . | -1.3 | -45.0
C/C=C/c1ccc2c(c1)O[C@H](CN(C)Cc1ccc(C(=O)O)cc1)[C@@H](C)CN([C@H](C)CO)S2(=O)=O | 2.4 | . | 1.9 | -85.9*
O=C(Nc1cccc(F)c1)N1CC(=O)N2[C@@H](CO)[C@@H](c3ccc(C#CCC4CCCC4)cc3)[C@@H]2C1 | 7.7 | . | 0.3 | -20.2
C[C@@H]1CN([C@@H](C)CO)C(=O)c2cc(NS(=O)(=O)c3ccc(Cl)cc3)ccc2O[C@@H]1CN(C)Cc1ccc(Cl)c(Cl)c1 | 54.5 | 55.4 | 1.5 | 29.2
(further entries)
SMILES | C diff growth | Tcruzi prolif | KDM4C inh | Pf Dd2 growth
O=C(C[C@H]1C=C[C@@H](NC(=O)Nc2cc(F)ccc2F)[C@H](CO)O1)NCc1ccncn1 | 1.5 | -12.9 | 0.0 | 6.9
C[C@H]1CN([C@@H](C)CO)C(=O)c2cc(-c3ccccc3F)cnc2O[C@H]1CN(C)Cc1ccccc1 | 1.1 | 33.7 | -1.3 | -0.2
C[C@H]1CN([C@@H](C)CO)C(=O)c2cc(-c3ccc(C#N)cc3)cnc2O[C@H]1CN(C)C(=O)Nc1ccc(F)cc1 | 0.9 | -52.8 | -1.3 | -9.2
C[C@@H]1CN([C@@H](C)CO)C(=O)c2cccc(NC(=O)c3cnccn3)c2O[C@H]1CN(C)Cc1ccccc1 | 0.9 | 45.1 | 2.1 | -18.5
C/C=C/c1ccc([C@H]2[C@@H](CO)N(C(=O)Cc3cccnc3)[C@H]2CNC(C)=O)cc1 | 1.3 | 32.8 | 0.6 | 11.8
Cn1cnc(S(=O)(=O)N2C[C@@H](O)COC[C@@H]3O[C@H](CC(=O)N4CCN(c5ccccc5)CC4)CC[C@H]32)c1 | 0.4&-5.2 | -46.5 | 1.8 | 12.6
COc1ccc(NC(=O)N(C)C[C@@H]2OCCCC[C@@H](C)Oc3ccc(NS(=O)(=O)c4ccc(OC)cc4)cc3C(=O)N([C@H](C)CO)C[C@@H]2C)cc1 | 0.1 | 5.1 | -1.5 | 57.3
COc1ccc(S(=O)(=O)Nc2cccc3c2O[C@H](CN(C)C(=O)Nc2ccccc2)[C@@H](C)CN([C@@H](C)CO)C3=O)cc1 | -7.1 | -15.3 | -0.3 | 24.1
C[C@H]1CN([C@@H](C)CO)S(=O)(=O)c2ccc(C#Cc3ccccc3)cc2O[C@H]1CN(C)S(C)(=O)=O | 5.7 | 79.8 | -2.3 | -61.3
C[C@@H]1CN([C@H](C)CO)C(=O)c2cc(NC(=O)CCC(F)(F)F)ccc2O[C@@H](C)CCCCO[C@@H]1CN(C)S(=O)(=O)c1ccccc1 | 11.4 | 9.5 | -2.1 | -42.5
COc1ccccc1S(=O)(=O)Nc1ccc2c(c1)OC[C@@H](C)NC[C@@H](C)[C@@H](OC)CN(C)C2=O | . | 13.8 | 6.3 | 11.2
CC(C)NC(=O)N(C)C[C@@H]1Oc2c(NC(=O)Nc3cccc4ccccc34)cccc2C(=O)N([C@H](C)CO)C[C@@H]1C | -5.8 | 70.9 | 4.0 | -14.1

Three compounds already listed, arranged by the value under KDM4C inh, descending:
| SMILES | KDM4C inh |
| --- | --- |
| C[C@@H]1CN([C@@H](C)CO)C(=O)c2cccc(NC(=O)c3cnccn3)c2O[C@H]1CN(C)Cc1ccccc1 | 2.1 |
| C/C=C/c1ccc([C@H]2[C@@H](CO)N(C(=O)Cc3cccnc3)[C@H]2CNC(C)=O)cc1 | 0.6 |
| C[C@H]1CN([C@@H](C)CO)C(=O)c2cc(-c3ccccc3F)cnc2O[C@H]1CN(C)Cc1ccccc1 | -1.3 |

Screens from PubChem BioAssay.
